Assay outcomes from PubChem.
MsrA inhibitor – bovine MsrA enzyme inhibitors, primary screen, biochemical, absorbance, HTS | Methionine sulfoxide reductase A (Bos taurus) | purified bovine MsrA, absorbance read-out | inhibition, % at 15.5 µM | 360,000 tested, 0.75% active | AID 651718, 2012; in the data active = inhibition above about 4.5%;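 also: 0% = vehicle wells with enzyme and 100% = reference inhibitor wells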
eLon inh – inhibitors of E. coli Lon protease, primary screen, biochemical, fluorescence polarization. P0A9M0. purified E. coli Lon protease. inhibition, % at 7.94 µM. 360,000 tested, 0.42% active; in the data active = inhibition above about 13%, passing the limit was not always enough;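 also: 0% = enzyme with probe and DMSO and 100% = no enzyme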
FAS TE block – FAS thioesterase domain inhibitors, primary screen, biochemical, fluorescence intensity, uHTS; Fatty acid synthase (Homo sapiens), P49327; recombinant FAS-TE, OMFH fluorogenic substrate, fluorescence endpoint; inhibition, % at 15 µM; 360,000 tested, 0.67% active;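 active = compounds whose normalised, plate-corrected inhibition of enzyme fluorescence in the single-dose primary screen is 50% or more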;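 also: 0% = DMSO with enzyme and 100% = substrate without enzyme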
MsrA act – bovine MsrA enzyme activators, primary screen, biochemical, absorbance, HTS; activation, % at 10.6 µM; purified bovine MsrA, absorbance read-out; AID 602163, 2012; Methionine sulfoxide reductase A (Bos taurus); 360,000 tested, 0.3% active; in the data active = activation above about 7.5%;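 also: 0% = vehicle and 100% = reference activator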
Neddyl block – inhibitors of cullin neddylation, primary screen, biochemical, TR-FRET, uHTS, NAE and Ubc12; 360,000 tested, 0.58% active; AID 651699, 2012; calls only at 25 µM; in the data active = inhibition above about 36%
Rin1 Abl inh – inhibitors of Rin1-Abl protein binding, primary screen, biochemical, TR-FRET | 360,000 tested, 0.4% active | AID 588664, 2011 | Tyrosine-protein kinase ABL1 (Homo sapiens) + Ras and Rab interactor 1 (Homo sapiens), … | inhibition, % at 7.35 µM; in the data active = inhibition above about 5%, passing the limit was not always enough
MT1-MMP act inh – blockers of MT1-MMP proenzyme processing, primary screen, HT1080 RFP-PRO-GFP cells, GFP/RFP fluorescence; Matrix metalloproteinase-14 (Homo sapiens), P50281; GFP/RFP ratio fluorescence, overnight; percent of plate control window, DMSO zero; AID 651647, 2012; 360,000 tested, 0.061% active; GFP/RFP ratio change, % at 20 µM;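 active = GFP/RFP ratio change of at least 30% with cell ATP level not reduced by more than half and red fluorescence within 50% of control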; also: strong numbers were not always called active
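Assay system: HT1080 RFP-PRO-GFP cells. Benchmarks: DMSO vehicle wells and RFP-L50D-GFP reporter cell wells. Times: overnight cell settling, then overnight compound exposure, 37 °C, 5% CO2. Compound: 20 µM single dose, 1% DMSO. Read-out basis: GFP/RFP fluorescence ratio.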
CendR NRP1 mod – modulators of CendR peptide binding to NRP-1, primary screen, biochemical, fluorescence polarization, uHTS | Neuropilin-1 (Homo sapiens), O14786 | FAM-RPARPAR peptide binding to NRP-1 | inhibition, % at 25 µM | 360,000 tested, 0.85% active | AID 602438, 2012;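 active = inhibition or corrected inhibition above about 18%, plus a signal ratio from 0.5 to 1.5, limit read from the data, passing the limit was not always enough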; also: strong numbers were not always called active
Target sequence (O14786 whole entry, looked up): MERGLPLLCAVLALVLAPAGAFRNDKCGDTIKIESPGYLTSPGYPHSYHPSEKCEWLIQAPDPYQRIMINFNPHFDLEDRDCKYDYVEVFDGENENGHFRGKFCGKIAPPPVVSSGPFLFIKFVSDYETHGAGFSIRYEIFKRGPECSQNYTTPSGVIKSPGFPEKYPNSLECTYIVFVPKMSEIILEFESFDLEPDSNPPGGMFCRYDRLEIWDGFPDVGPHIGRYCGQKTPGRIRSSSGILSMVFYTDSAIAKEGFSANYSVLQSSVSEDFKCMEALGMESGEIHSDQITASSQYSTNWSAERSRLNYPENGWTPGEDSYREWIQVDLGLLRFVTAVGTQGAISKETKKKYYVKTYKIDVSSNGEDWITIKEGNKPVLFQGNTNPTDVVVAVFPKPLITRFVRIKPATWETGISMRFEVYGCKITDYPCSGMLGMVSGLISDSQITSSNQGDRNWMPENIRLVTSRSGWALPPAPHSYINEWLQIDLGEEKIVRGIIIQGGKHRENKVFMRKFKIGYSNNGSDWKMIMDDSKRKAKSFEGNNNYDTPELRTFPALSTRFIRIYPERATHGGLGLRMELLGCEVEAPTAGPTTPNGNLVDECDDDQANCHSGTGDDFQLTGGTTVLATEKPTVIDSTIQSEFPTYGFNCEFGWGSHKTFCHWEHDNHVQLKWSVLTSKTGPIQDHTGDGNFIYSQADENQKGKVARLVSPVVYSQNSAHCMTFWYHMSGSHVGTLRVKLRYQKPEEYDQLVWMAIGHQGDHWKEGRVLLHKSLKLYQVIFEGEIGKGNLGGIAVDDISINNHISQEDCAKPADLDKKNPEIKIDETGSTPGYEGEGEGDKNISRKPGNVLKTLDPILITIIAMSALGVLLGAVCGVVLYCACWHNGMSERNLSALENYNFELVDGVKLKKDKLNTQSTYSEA
SKN-1 block – suppressors of acrylamide-induced Pgst-4::GFP reporter in worms, primary screen, SKN-1 inhibitor project, whole organism, uHTS, GFP/RFP fluorescence ratio, strain VP596 | 360,000 tested, 0.49% active | AID 624304, 2012 | inhibition, % at 21.8 µM | C. elegans VP596 Pgst-4::GFP/RFP ratio, 24 h;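 active = interference check ratio from 0.5 to 1.5 plus GFP to RFP signal ratio inhibition reaching or exceeding a fixed threshold, cut at about 30% in these data, passing the limit was not always enough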; also: some compounds called inactive have numbers as strong as hits
The depositor's hits bear a star. Compounds as they come. About 4.2% of those tested had a hit in this group.

For O=C(Nc1ccc2c(c1)OCO2)c1ccc(COc2ccc3c(c2)CCC3)o1 the results were MsrA inhibitor 1.4, eLon inh 1, FAS TE block 27, MsrA act 0, Neddyl block inactive, Rin1 Abl inh -3, MT1-MMP act inh -2, CendR NRP1 mod 7 and SKN-1 block 8.
Screening CCCCNCCOCCOc1ccccc1-c1ccccc1 returned MsrA inhibitor -0.7, eLon inh -4, FAS TE block -10, MsrA act -3, Neddyl block inactive, Rin1 Abl inh 1, MT1-MMP act inh 3, CendR NRP1 mod 6 and SKN-1 block 0.
O=C1c2ccccc2NC(c2ccc(F)cc2)N1Cc1ccco1 (configuration not stated) was read as MsrA inhibitor 1.2, eLon inh 2, FAS TE block -3, MsrA act -14, Rin1 Abl inh 1, MT1-MMP act inh 4, CendR NRP1 mod 10 and SKN-1 block -6.
Screening COC(CNC(=O)c1ccc2c(c1)nc(C)n2-c1ccc(F)c(F)c1)OC returned MsrA inhibitor 0.6, eLon inh 5, FAS TE block -8, MsrA act -2, Neddyl block inactive, Rin1 Abl inh -1, MT1-MMP act inh 2, CendR NRP1 mod 15 and SKN-1 block 1.
Screening CC(C)OCCCNC(=O)C1CCN(S(=O)(=O)N2CCCC2)CC1 returned MsrA inhibitor 1.1, eLon inh 2, FAS TE block -7, MsrA act 1, Neddyl block inactive, Rin1 Abl inh -2, MT1-MMP act inh 3, CendR NRP1 mod 4 and SKN-1 block 12.
Screening O=C1CC(c2ccccc2)CN1C(=O)c1cccnc1 (configuration not stated) returned MsrA inhibitor -0.2, eLon inh 6, FAS TE block -4, MsrA act -1, Neddyl block inactive, Rin1 Abl inh -2, MT1-MMP act inh -1, CendR NRP1 mod -7 and SKN-1 block 17.
For CCS(=O)(=O)c1ccc2oc(SCC(=O)NC(C)C3CC4CCC3C4)nc2c1 (configuration not stated) the results were MsrA inhibitor -0.2, eLon inh -1, FAS TE block 5, MsrA act -12, Neddyl block inactive, Rin1 Abl inh 0, MT1-MMP act inh 10, CendR NRP1 mod 12 and SKN-1 block -1.
`CCCCC(=O)Nc1ccc(NC(=O)c2ccc([N+](=O)[O-])cc2Cl)cc1OC` gave MsrA inhibitor 1.6, eLon inh 0, FAS TE block -2, MsrA act -3, Neddyl block inactive, Rin1 Abl inh -3, MT1-MMP act inh 1, CendR NRP1 mod -8 and SKN-1 block -4.
`O=C(NCc1cccs1)c1ccc2c(c1)ncn2C1CCCC1` gave MsrA inhibitor -0.6, eLon inh 1, FAS TE block -4, MsrA act -4, Neddyl block inactive, Rin1 Abl inh 0, MT1-MMP act inh 8, CendR NRP1 mod 3 and SKN-1 block 2.
`Cc1ccccc1NCC(=O)N/N=C/c1c[nH]c2ccccc12` gave MsrA inhibitor 1.5, eLon inh -6, FAS TE block 15, MsrA act -4, Neddyl block inactive, Rin1 Abl inh -1, MT1-MMP act inh 1, CendR NRP1 mod 14 and SKN-1 block 1.
For O=C(c1ccc(Cl)cc1)N(Cc1ccccc1F)N1C(=O)CCCC1=O the results were MsrA inhibitor 1.4, eLon inh 10, FAS TE block -6, MsrA act -7, Neddyl block inactive, Rin1 Abl inh -3, MT1-MMP act inh 3, CendR NRP1 mod -1 and SKN-1 block 3.
`Cc1nc2scc(-c3cccs3)c2c(=O)o1` gave MsrA inhibitor -0.6, eLon inh 0, FAS TE block -6, MsrA act 0, Neddyl block inactive, Rin1 Abl inh 2, MT1-MMP act inh 0, CendR NRP1 mod -3 and SKN-1 block -6.

Looked up by structure from above:
Screening O=C1CC(c2ccccc2)CN1C(=O)c1cccnc1 (configuration not stated) returned MsrA inhibitor -0.2, eLon inh 6, FAS TE block -4, MsrA act -1, Neddyl block inactive, Rin1 Abl inh -2, MT1-MMP act inh -1, CendR NRP1 mod -7 and SKN-1 block 17.
Screening CCCCNCCOCCOc1ccccc1-c1ccccc1 returned MsrA inhibitor -0.7, eLon inh -4, FAS TE block -10, MsrA act -3, Neddyl block inactive, Rin1 Abl inh 1, MT1-MMP act inh 3, CendR NRP1 mod 6 and SKN-1 block 0.
O=C1c2ccccc2NC(c2ccc(F)cc2)N1Cc1ccco1 (configuration not stated) was read as MsrA inhibitor 1.2, eLon inh 2, FAS TE block -3, MsrA act -14, Rin1 Abl inh 1, MT1-MMP act inh 4, CendR NRP1 mod 10 and SKN-1 block -6.
`CCCCC(=O)Nc1ccc(NC(=O)c2ccc([N+](=O)[O-])cc2Cl)cc1OC` gave MsrA inhibitor 1.6, eLon inh 0, FAS TE block -2, MsrA act -3, Neddyl block inactive, Rin1 Abl inh -3, MT1-MMP act inh 1, CendR NRP1 mod -8 and SKN-1 block -4.

(further entries)
`Cc1nn(C)c(C(=O)N/N=C/c2cc3c(cc2Br)OCO3)c1Br` gave MsrA inhibitor 0.0, eLon inh 4, FAS TE block -5, MsrA act -4, Neddyl block inactive, Rin1 Abl inh 0, MT1-MMP act inh 17, CendR NRP1 mod 3 and SKN-1 block 5.
`Cc1cc(-c2nnc(CCC(=O)NCC(C)c3ccccc3)o2)no1` (configuration not stated) gave MsrA inhibitor -1.1, eLon inh -1, FAS TE block -8, MsrA act -4, Neddyl block inactive, Rin1 Abl inh 0, MT1-MMP act inh 0, CendR NRP1 mod 14 and SKN-1 block 1.
Cc1ccc(CCc2nnc(SCC(=O)Nc3cccc(Cl)c3)n2-c2ccccc2)o1 was read as MsrA inhibitor -0.2, eLon inh -3, FAS TE block -8, MsrA act 2, Neddyl block inactive, Rin1 Abl inh -2, MT1-MMP act inh -12, CendR NRP1 mod -8 and SKN-1 block -2.
COc1cc(OC)cc(C(=O)NN(CCC#N)C2=NS(=O)(=O)c3ccccc32)c1 was read as MsrA inhibitor -0.6, eLon inh 4, FAS TE block -4, MsrA act -4, Neddyl block inactive, Rin1 Abl inh 1, MT1-MMP act inh -2, CendR NRP1 mod 0 and SKN-1 block -17.
`O=C(NCCN1C(=O)S/C(=C/c2ccccc2)C1=O)C1CC(=O)N(Cc2ccccc2)C1` (configuration not stated) gave MsrA inhibitor 3.0, eLon inh -9, FAS TE block 9, MsrA act -5, Neddyl block inactive, Rin1 Abl inh -1, MT1-MMP act inh -6, CendR NRP1 mod 1 and SKN-1 block 4.
Screening O=C(Cc1ccccc1)NNC(=O)c1cccs1 returned MsrA inhibitor 1.6, eLon inh 1, FAS TE block -2, MsrA act -1, Neddyl block inactive, Rin1 Abl inh 2, MT1-MMP act inh -2, CendR NRP1 mod 1 and SKN-1 block -1.
For CC1CN(C(=O)c2ccccc2)OC(c2ccc3c(c2)OCO3)O1 (configuration not stated) the results were MsrA inhibitor 2.2, eLon inh 4, FAS TE block -3, MsrA act -2, Neddyl block inactive, Rin1 Abl inh -1, MT1-MMP act inh -1, CendR NRP1 mod 10 and SKN-1 block 9.
For Cc1cc(SCNC(=O)c2ccccc2)ncn1 the results were MsrA inhibitor -0.2, eLon inh -4, FAS TE block -8, MsrA act 8, Neddyl block inactive, Rin1 Abl inh 4, MT1-MMP act inh 2, CendR NRP1 mod -7 and SKN-1 block 4.
Screening Cc1c(C(=O)NCc2ccc(Cl)c(Cl)c2)sc(=O)n1Cc1cccc(F)c1 returned MsrA inhibitor -0.9, eLon inh -4, FAS TE block 38, MsrA act 0, Neddyl block inactive, Rin1 Abl inh 0, MT1-MMP act inh -1, CendR NRP1 mod -6 and SKN-1 block 2.
Cc1ccc(N2CCN(/N=C/C=C/c3ccccc3)CC2)cc1 was read as MsrA inhibitor 0.3, eLon inh -5, FAS TE block -5, MsrA act -5, Neddyl block inactive, Rin1 Abl inh 5, MT1-MMP act inh 0, CendR NRP1 mod -17 and SKN-1 block -5.
For O=S(=O)(c1ccccc1)N1CCC(O)(CSc2ccc(F)cc2)CC1 the results were MsrA inhibitor 1.4, eLon inh -5, FAS TE block 5, MsrA act -2, Neddyl block inactive, Rin1 Abl inh 2, MT1-MMP act inh -12, CendR NRP1 mod -5 and SKN-1 block 0.
`COc1ccc(CCNC(=O)C2(C)CCC(=O)N2Cc2ccc3c(c2)OCO3)cc1OC` (configuration not stated) gave MsrA inhibitor -0.3, eLon inh -4, FAS TE block -2, MsrA act 0, Neddyl block inactive, Rin1 Abl inh 1, MT1-MMP act inh 3, CendR NRP1 mod 7 and SKN-1 block -1.
O=C(O)CCCn1cc(NC(=O)COc2cc(F)ccc2[N+](=O)[O-])cn1 was read as MsrA inhibitor 0.1, eLon inh 1, FAS TE block -5, MsrA act -4, Neddyl block inactive, Rin1 Abl inh -1, MT1-MMP act inh 1, CendR NRP1 mod 3 and SKN-1 block 9.
`CCN(CC)S(=O)(=O)c1cccc(C(=O)Nc2cc3oc4ccccc4c3cc2OC)c1` gave MsrA inhibitor 0.1, eLon inh 6, FAS TE block 32, MsrA act 0, Neddyl block inactive, Rin1 Abl inh 0, MT1-MMP act inh 4, CendR NRP1 mod 1 and SKN-1 block 5.
`c1ccc2nc3[nH]cnc3nc2c1` gave MsrA inhibitor 2.0, eLon inh -3, FAS TE block -9, MsrA act -3, Neddyl block inactive, Rin1 Abl inh -5, MT1-MMP act inh 3, CendR NRP1 mod 2 and SKN-1 block 6.
Screening O=C(Cn1nc(-c2ccccc2)ccc1=O)Nc1ccc(N2CCN(C(=O)c3cccs3)CC2)cc1 returned MsrA inhibitor 1.2, eLon inh -7, FAS TE block 7, MsrA act -2, Neddyl block inactive, Rin1 Abl inh -19, MT1-MMP act inh -1, CendR NRP1 mod -6 and SKN-1 block 19.
For Cc1ccc(CC2CC(=O)N(c3cc(Cl)ccn3)C2=O)cc1 (configuration not stated) the results were MsrA inhibitor 0.7, eLon inh 2, FAS TE block -6, MsrA act -1, Neddyl block inactive, Rin1 Abl inh -1, MT1-MMP act inh 3, CendR NRP1 mod 1 and SKN-1 block -3.
COc1ccc(-c2nnc(SCC(=O)Nc3cccnc3Cl)n2C)cc1 was read as MsrA inhibitor 2.1, eLon inh -15, FAS TE block -5, MsrA act -1, Neddyl block inactive, Rin1 Abl inh -1, MT1-MMP act inh -4, CendR NRP1 mod -14 and SKN-1 block -10.
`CN1CCN(c2nc(C#N)cc(-c3ccccc3)n2)CC1` gave MsrA inhibitor 5.0*, eLon inh 2, FAS TE block -3, MsrA act -5, Neddyl block inactive, Rin1 Abl inh -1, MT1-MMP act inh 5, CendR NRP1 mod 4 and SKN-1 block -13.
